ABCB6 inh MLPCN – inhibitors of human ABC transporter ABCB6; Q9NP58; K562-ABCB6 porphyrin accumulation, flow cytometry, 1 h; stronger effect = lower value; fluorescence ratio to DMSO, % at 10 µM; actives 0.19% (n = 360,000); AID 602162;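 active = fluorescence ratio to DMSO below 75%, the collection mean minus 3 SD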;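 note: signal is porphyrin accumulated inside mitochondria; 100% equals median channel fluorescence of DMSO control wells; lower ratio means ABCB6 inhibition with less porphyrin fluorescence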
CaV13 ICDI inh – Primary screen for inhibitors of IQ motif and Ca2+-dependent inactivation inhibitor domain binding in CACNA1D, Förster resonance energy transfer in living cells, …; actives 0.098% (n = 340,000); inhibition, % at 12.3 µM; HEK cells, CFP/YFP FRET ICDI-IQ, plate reader, 10 min; percent FRET-ratio fall versus neutral wells;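 active = mean replicate inhibition of at least 30% and at least 1% of replicates passing that level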;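 note: 0% = median of the neutral control wells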
PDI inh – PDI (human) enzyme inhibition | P07237 | PDI insulin aggregation turbidity, A650, 90 min | inhibition, % at 10 µM | actives 0.052% (n = 350,000) | AID 588391;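 active = mean inhibition across replicates of 30% or more, whatever share of single replicates reach that level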;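 note: absorbance from insulin aggregation driven by PDI reduction with DTT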
Target sequence (P07237 whole entry, looked up): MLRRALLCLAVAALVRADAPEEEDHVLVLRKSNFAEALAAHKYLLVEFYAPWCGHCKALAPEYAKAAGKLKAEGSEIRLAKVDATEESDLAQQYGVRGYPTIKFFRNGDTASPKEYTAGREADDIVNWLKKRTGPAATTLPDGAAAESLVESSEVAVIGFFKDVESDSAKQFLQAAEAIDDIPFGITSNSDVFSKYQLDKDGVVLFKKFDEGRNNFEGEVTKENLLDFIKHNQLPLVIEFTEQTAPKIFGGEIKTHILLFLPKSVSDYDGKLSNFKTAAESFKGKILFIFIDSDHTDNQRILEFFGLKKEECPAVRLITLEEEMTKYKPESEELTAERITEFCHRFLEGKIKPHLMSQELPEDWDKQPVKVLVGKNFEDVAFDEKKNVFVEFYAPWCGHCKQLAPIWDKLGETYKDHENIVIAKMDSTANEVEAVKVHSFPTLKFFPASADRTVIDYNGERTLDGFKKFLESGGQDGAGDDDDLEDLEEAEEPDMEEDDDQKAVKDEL
Granule exo inh – lytic granule exocytosis inhibition. TALL-104 LAMP-1 surface exposure, flow cytometry; cells stimulated with thapsigargin and PMA. inhibition, % at 10 µM. actives 0.66% (n = 360,000). AID 651702;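 active = inhibition above about 55%, limit read from the data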
H9c2 protect – modulators protecting cardiomyocytes from myocardial damage. AID 588492. actives 0.63% (n = 360,000). H9c2 cardiomyocytes, H2O2 injury protection, ATPLite, 2 h. protection from H2O2 cell death, % at 20 µM;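 active = compounds giving at least 50% protection of heart cells from peroxide-induced death in the single-dose screen, raw or plate-pattern-corrected value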;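 note: 0% = DMSO wells with peroxide and 100% = DMSO wells without peroxide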
Glyco luc inh – N-linked glycosylation inhibition; reporter increase, % at 12.5 µM; actives 0.23% (n = 360,000); D54 ERlucT glycosylation luciferase reporter, 24 h; percent of 100 nM tunicamycin response; AID 588692;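 active = mean luciferase reporter signal, scaled so untreated is 0 and the glycosylation-blocking control 100, at or above a set limit in every replicate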;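 note: luciferase carries N-glycosylation sites so blocking glycosylation raises the light; 0% = median of neutral control wells and 100% = median of 100 nM tunicamycin wells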
iPSC survival up – increases survival of single human iPS cells | hiPSC single-cell survival, ATPlite luminescence; 100% = ROCK inhibitor wells, 0% = DMSO | survival enhancement, % at 20 µM | actives 0.044% (n = 360,000); in the data active = survival enhancement above about 18%;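 note: cells exposed to compounds for 16 hours before the ATP read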
aDG glyco act – increases alpha dystroglycan glycosylation. Pro5-aDG cells, alpha-DG glycosylation AlphaScreen (IIH6); 0% Pro5, 100% B10-LARGE cell signal. activation, % at 10 µM. actives 0.22% (n = 360,000). AID 624168;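 active = activation of at least 8% versus controls, or a plate z-score of at least 8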;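 note: Pro5 are CHO cells carrying HIG-tagged alpha-DG that lacks glycosylation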
Vif imaging – HIV Vif inhibition. inhibition, % at 7.49 µM. actives 0.35% (n = 340,000). HEK293T cells, Vif self-association by quenched fluorescence, imaging, 24 h; in the data active = inhibition above about 50%, passing the limit was not always enough; note: some results filed as inactive read as strong as hits
HTR2A ag – mouse HTR2A agonism via beta-arrestin recruitment | P35363 | CHO-K1 mHTR2A beta-arrestin complementation, luminescence; percent of 30 µM serotonin response | activation, % at 7.6 µM | actives 0.66% (n = 360,000) | AID 624169;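 active = activation above a run cutoff, the mean activation of all tested compounds plus 3 SD, cut at about 14% in these data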;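 note: 0% = plate median of compound wells and 100% = 30 µM serotonin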
Target sequence (P35363 whole entry, looked up): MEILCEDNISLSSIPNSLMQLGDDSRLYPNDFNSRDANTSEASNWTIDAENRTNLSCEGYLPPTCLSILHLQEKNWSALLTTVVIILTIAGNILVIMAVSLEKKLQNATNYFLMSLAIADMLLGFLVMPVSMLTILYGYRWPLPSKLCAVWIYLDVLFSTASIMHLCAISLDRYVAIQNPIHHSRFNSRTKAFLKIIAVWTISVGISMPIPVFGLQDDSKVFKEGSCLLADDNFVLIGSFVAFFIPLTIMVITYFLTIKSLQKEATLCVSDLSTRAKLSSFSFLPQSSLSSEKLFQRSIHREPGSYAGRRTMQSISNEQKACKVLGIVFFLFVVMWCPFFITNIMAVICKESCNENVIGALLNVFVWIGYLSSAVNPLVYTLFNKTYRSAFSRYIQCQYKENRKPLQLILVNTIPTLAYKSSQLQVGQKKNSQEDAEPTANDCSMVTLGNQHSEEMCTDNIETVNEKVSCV
* = called active by the depositor; . = not tested or not shown.

SMILES	ABCB6 inh MLPCN	CaV13 ICDI inh	PDI inh	Granule exo inh	H9c2 protect	Glyco luc inh	iPSC survival up	aDG glyco act	Vif imaging	HTR2A ag
O=C(CCc1ccccc1)Nc1nc2ccc(S(=O)(=O)N3CCOCC3)cc2s1	98.0	-1.5	-14.0	1.7	0.7	-0.1	0.0	-0.2	18.1	5.8
O=C(NNC(=O)c1cccs1)c1ccc(F)cc1	99.0	-3.2	-7.3	-6.9	-0.3	2.8	-0.3	-0.1	22.4	1.7
O=C(NCc1ccccc1)N1CCC(CO)(CCc2ccccc2)CC1	93.0	0.6	1.6	-0.7	0.7	-1.8	-0.4	-0.2	11.9	0.1
Cc1noc(C)c1CC(=O)NC1CC(C)(C)Cc2c1cnn2-c1ccccc1 (centres undefined)	98.0	-2.3	-1.3	8.4	-3.4	-0.2	-0.5	0.1	-2.3	3.8
Fc1ccc(N2CCN(C(c3cccs3)c3nnnn3C3CCCC3)CC2)cc1 (centres undefined)	89.0	-2.0	5.6	-2.1	-4.7	-5.3	-1.9	0.0	-1.8	-1.0
COCCNC(=O)C1CC(c2ccc(F)cc2)=NO1 (centres undefined)	100.0	-4.7	15.3	5.8	8.5	1.9	4.9	-0.1	2.2	-2.8
CCN(CC(=O)NCc1cccs1)c1ccc(S(=O)(=O)N2CCN(C)CC2)cn1	95.0	-10.9	-3.8	-4.6	-0.5	0.8	-0.5	0.3	0.6	3.5
CCC1=NN=C(c2ccc(F)cc2)C(c2c[nH]c3ccccc23)N1O (centres undefined)	99.0	-3.9	3.9	-0.2	5.6	-0.7	-2.2	0.0	-0.7	2.2
Cc1cccc(OCC(=O)Nc2ccc3oc(=O)ccc3c2)c1C	95.0	-4.3	-30.6	-2.7	-3.6	-0.9	0.1	0.0	3.4	10.0
O=C(O)CCC(=O)N1N=C(c2c(-c3ccccc3)c3cc(Cl)ccc3[nH]c2=O)CC1c1ccco1 (centres undefined)	96.0	-2.3	5.2	15.2	-2.1	4.0	2.9	0.0	.	2.1
O=C(CCn1c(=O)oc2ccccc21)N1CCCCCC1	100.0	-4.4	1.8	-1.0	2.9	0.3	-2.1	0.0	-1.0	7.0
CS(=O)(=O)N(CC(=O)Nc1ccc(F)cc1F)c1cccc([N+](=O)[O-])c1	103.0	-6.0	-0.5	-2.9	1.0	2.0	-1.2	-0.3	6.4	0.3
Cn1c(N2CCN(S(=O)(=O)c3ccc(F)cc3)CC2)nc2ccccc21	94.0	-1.1	2.3	0.9	3.7	-0.5	-0.9	0.1	4.8	-2.6
CS(=O)(=O)N(CC(=O)NCC1CCCO1)Cc1ccc(Cl)cc1 (centres undefined)	99.0	0.6	-7.3	-0.3	6.8	1.8	1.4	-0.2	4.4	7.3
COC(=O)[C@H](C)[C@@H]1C[C@@]1(C)[C@@H](NC(=O)OCc1ccccc1)c1ccccc1	97.0	-4.6	-2.3	-0.7	5.7	-2.9	2.1	0.2	-2.3	-1.0
CCCCOc1c(C(=O)Nc2ccccc2)nnn1-c1ccccc1	97.0	-3.4	1.7	3.1	4.7	-2.1	-0.6	0.8	-13.1	3.1
Cc1cc(C)n(-c2ccc(S(=O)(=O)N3CCOCC3)cc2[N+](=O)[O-])n1	97.0	-6.8	4.3	-8.0	-4.2	0.4	1.4	-0.1	6.5	0.9
Cc1cc(C)cc(OCCCOc2cccc3cccnc23)c1	92.0	.	5.5	0.6	-10.9	-2.7	-0.5	0.6	-0.4	-4.8
Cc1cccc(C)c1-n1c(C)cc(/C=N\Nc2ccc([N+](=O)[O-])cn2)c1C	200.0	-6.2	-2.3	-0.9	7.6	-13.5	-0.4	0.8	-5.0	-5.5
Cc1cc(C(=O)COc2cccc(-n3cnnn3)c2)c(C)n1-c1ccccc1	93.0	.	10.9	3.7	-20.6	-5.1	-2.2	3.1	-20.0	-3.2
CC(=O)CCc1oc2ccc(C)cc2c1-c1ccccc1	105.0	-18.7	0.3	-7.6	-8.1	0.8	0.7	0.0	-0.6	-0.7
Cc1cccc(NC(=O)c2sc(NC(=O)c3ccco3)c(C#N)c2C)c1C	91.0	.	-1.1	-4.5	0.1	-0.4	3.3	0.2	1.3	-1.1
COc1ccc(N2CCCn3c2nc2c3c(=O)n(Cc3ccc(F)cc3)c(=O)n2C)c(OC)c1	100.0	-5.5	2.6	-4.3	2.4	-0.9	-1.9	0.7	1.3	3.9
CC1Cc2cc(-c3csc(NC(=O)CCl)n3)ccc2N1C(=O)C1CC1 (centres undefined)	104.0	-2.0	14.2	1.0	8.6	-2.0	-0.8	0.9	-5.1	2.0
Cc1noc(C)c1-c1ccc(C(=O)NCCC(F)(F)F)c2occc12	106.0	-5.6	3.8	-2.4	-2.0	6.1	2.2	-0.3	11.7	0.5
COC(=O)c1sc(NC(=O)COc2cccc(C)c2)nc1C	101.0	-19.3	-25.3	-6.0	-2.0	4.3	5.8	0.0	-0.2	0.0
Cc1cc(-c2ccc(C)c(S(=O)(=O)N3CCN(c4ccc(F)cc4)CC3)c2)on1	101.0	-6.4	-0.1	5.2	-10.1	-0.2	0.1	0.0	-20.2	-5.1
O=C(CNC(=O)/C(=C/c1ccccc1)NC(=O)c1ccc(Br)cc1)OCc1ccccc1	99.0	-2.8	3.0	10.7	6.4	-2.8	-1.5	0.2	-5.5	-5.2
CCCC(NC(=O)c1ccc(Br)o1)c1nc2ccccc2[nH]1 (centres undefined)	94.0	-19.5	1.4	1.2	-4.3	-0.2	-0.1	0.0	2.6	-11.4
COc1cc(-c2nc3n(n2)C(c2ccncc2)C2=C(CCCC2=O)N3)cc(OC)c1OC (centres undefined)	94.0	-4.2	-12.8	-1.6	7.9	3.8	-0.9	0.0	29.7	2.0
C=CCn1c(C)cc(-c2csc(NC(=O)C3CCN(c4ncnc5sc(C)c(C)c45)CC3)n2)c1C	99.0	-16.0	-10.6	0.0	-10.3	-0.4	-0.5	-0.3	3.9	-7.8
Cc1cc(C)cc(CSCC(=O)N/N=C/c2ccc(OCC(=O)NCc3ccco3)cc2)c1	98.0	-7.6	4.9	-1.2	0.1	-4.6	1.1	0.1	-10.1	-7.0
Cn1nccc1C(=O)Nc1nnc(C2CC2)s1	107.0	.	1.5	-0.4	-1.5	1.5	0.4	-0.4	2.4	15.4*
CC(=O)c1ccc(N2CCN(c3ccc(S(=O)(=O)N4CCN(C)CC4)cn3)CC2)cc1	96.0	.	5.5	1.0	-13.8	-0.8	6.7	0.9	10.7	1.7
N#CCSc1ncnc2sc3c(c12)CCC3	97.0	-4.4	-0.7	0.2	-0.6	-4.6	-2.0	0.3	10.4	2.0
CN(CC(=O)Nc1ccc(F)cc1)C(=O)COC(=O)c1cccc(N(C)C)c1	95.0	-5.2	4.3	12.9	-4.1	0.6	0.6	0.1	5.4	2.4
CN(C)S(=O)(=O)c1ccc(N2CCCC2)c(C(=O)N2CCN(S(=O)(=O)c3ccc(F)c(F)c3)CC2)c1	98.0	-5.9	-0.2	1.3	22.9	0.7	1.1	-0.1	16.7	-2.2
c1ccc2c(C3OCC4(CCCC4)CO3)cccc2c1	92.0	-3.0	18.5	-7.1	-3.8	-0.5	-1.5	-0.3	3.0	-1.5
CCc1ccc[n+](-c2nc([O-])sc2C=O)c1	98.0	-14.1	-2.8	-6.6	-4.2	1.6	-0.5	0.2	-1.9	6.6
N#Cc1ccccc1COC(=O)c1ccc2c(c1)OCO2	101.0	-3.4	2.0	-1.2	3.8	-0.4	0.2	0.1	-2.8	-2.1
O=C1c2ccccc2CCC12OC2c1ccc([N+](=O)[O-])cc1 (centres undefined)	100.0	-4.2	-1.9	9.5	8.0	-6.6	0.0	0.5	7.9	2.2
CN1CCC(N(C)C(=O)COc2ccccc2-c2ccccc2)CC1	98.0	-4.8	3.1	-2.8	-1.4	-2.1	-1.1	-0.3	-9.7	17.5*
COc1ccc(NC(=O)CSc2nncc3ccccc23)cc1	92.0	0.5	-0.4	4.0	9.8	-1.1	0.2	0.1	-5.9	0.9
COc1cccc(CCC2C(=O)CCCC2=O)c1	101.0	-5.9	4.0	-13.2	0.8	0.7	0.6	0.1	3.0	3.7
CC1(c2ccccc2)NC(=O)N(N)C1=O (centres undefined)	80.0	5.7	-7.2	-2.9	3.9	2.4	-1.0	0.3	-6.3	2.7
CC(=O)c1sc2nc(CSc3nnnn3-c3ccccc3)[nH]c(=O)c2c1C	92.0	-11.2	2.7	1.9	12.0	0.8	0.1	-0.1	5.7	-2.3
CN1CCN(S(=O)(=O)c2ccc(N(C)Cc3cccc(F)c3)nc2)CC1	100.0	-6.0	2.3	-2.5	-8.0	4.1	-0.1	0.1	-2.1	-13.3
O=C(NC(=S)Nc1sc2c(c1C(=O)O)CCCC2)c1ccccc1	102.0	3.5	0.8	4.2	8.8	2.2	-0.6	-0.1	-3.4	-1.4
CCN(CC(=O)Nc1c(F)cccc1F)C(=O)C1CCN(S(=O)(=O)c2ccc(C)c(C)c2)CC1	96.0	-5.8	-3.8	-17.9	-7.2	0.9	0.5	0.3	4.2	1.4
CCNCc1ccccc1OCc1ccccc1	98.0	-18.9	10.5	-2.4	-0.1	0.5	2.6	0.0	2.7	-3.5
CCN(C(=O)COC(=O)/C=C/c1cnc2ccccc2n1)c1ccccc1	97.0	6.3	-3.1	1.3	12.8	-3.8	-0.8	0.5	2.7	-0.3
COc1cc(/C=C2\C(=N)N3N=C(S(C)(=O)=O)SC3=NC2=O)cc(OC)c1OCCOc1ccccc1C	106.0	-13.8	-1.4	-13.4	6.4	2.1	-0.6	0.0	0.0	-1.2
Cc1nc(-c2ccc(C(=O)Nc3ccccc3F)cc2)cs1	101.0	4.4	-5.3	2.9	-31.4	-17.4	-5.4	0.0	1.6	3.6
CSc1nnnn1-c1c(C)cc(C)cc1C	101.0	-3.1	-1.1	-4.3	-2.2	0.4	2.3	-0.1	-7.5	-0.9
Cc1ccc(N(CC(=O)NC(C)(C)C)C(=O)CS(=O)CC(=O)Nc2ccc3c(c2)OCO3)cc1 (centres undefined)	98.0	0.0	0.8	-4.5	-11.5	0.8	1.5	0.1	-2.1	5.2
COc1ccc(-n2cc(C#N)c(=O)n(Cc3ccc(F)cc3)c2=O)cc1	103.0	-4.3	-0.6	2.4	5.9	6.5	-3.2	0.0	14.5	0.2
COc1ccc(-c2csc(NC(=O)CS(=O)(=O)c3ccccc3)n2)c(OC)c1	97.0	-11.7	-2.7	4.5	2.3	0.1	-1.7	-0.1	1.7	3.4
O=C(/C=C/c1cccs1)c1ccc([N+](=O)[O-])cc1	100.0	-1.5	9.4	-2.2	-0.3	2.1	0.7	0.0	-4.8	7.0
COC(=O)c1ccccc1-c1ccc(C=O)o1	94.0	-8.4	-7.6	0.0	8.1	-0.4	0.8	-0.2	-11.2	1.0
Cc1cc(C)c(C)c(S(=O)(=O)NCc2cccnc2)c1C	99.0	-6.1	7.0	-0.3	2.1	1.2	-1.7	0.1	-4.6	1.5
C=CCOC(=O)C1=C[C@@H](c2ccc(C(F)(F)F)cc2)C[C@@H](OCc2ccc(CO)cc2)O1	101.0	-6.4	-4.1	1.3	-6.1	-1.0	3.5	-0.1	2.0	4.3
